High-throughput results: PubChem, several laboratories
14-3-3 Bad PPI: disrupts binding of bovine 14-3-3 zeta to phospho-Bad peptide; TR-FRET 14-3-3zeta/Dy647-pBad peptide displacement, 1 h; inhibition, % at 21.7 µM; 0.71% of 220,000 active;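 active = inhibition above about 70%, limit read from the data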;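 note: 0% = full 14-3-3 plus peptide FRET controls and 100% = background without 14-3-3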
Thrombin inh: thrombin (human) inhibition; alpha-thrombin, Boc-VPR-AMC fluorogenic substrate cleavage; inhibition, % at 5 µM; 0.26% of 220,000 active; AID 1046;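 active = inhibition at or above 40%; inactive = inhibition below 40%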;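 note: 0% = enzyme with no compound and 100% = wells without enzyme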
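Material: human alpha-thrombin enzyme / Medium: pH 7.5 Tris (50 mM) with NaCl 150 mM, Tween 20 0.05% / Compound: single-point dosing at 5 µM, 0.2% DMSO / Incubation: enzyme reaction carried out at room temperature / Detection: AMC fluorescence, 355/460 nm / Read-out basis: percent inhibition scaled between no-compound controls and no-enzyme blanks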
KLK5 inh: inhibitors of human kallikrein 5; recombinant hK5, fluorogenic AMC substrate cleavage; inhibition, % at 5 µM; AID 873; 0.59% of 210,000 active; Q9Y337;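 active = inhibition of 40% or more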;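 note: 0% = enzyme controls without compound and 100% = no-enzyme blanks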
Target sequence (Q9Y337 67-293 limits assumed): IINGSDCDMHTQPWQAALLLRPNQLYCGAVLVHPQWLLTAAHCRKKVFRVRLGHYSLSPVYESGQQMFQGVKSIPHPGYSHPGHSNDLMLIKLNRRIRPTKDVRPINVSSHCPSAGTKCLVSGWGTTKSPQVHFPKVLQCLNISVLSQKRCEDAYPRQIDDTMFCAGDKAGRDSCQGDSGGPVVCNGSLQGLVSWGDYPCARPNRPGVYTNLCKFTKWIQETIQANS
FXIIa inh 1536: blocks human coagulation factor XIIa protease activity; purified FXIIa, Boc-QGR-AMC fluorogenic substrate, 2 h; inhibition, % at 5 µM; 0.3% of 220,000 active; AID 800; in the data active = inhibition above about 40%;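 note: 0% = enzyme with no compound and 100% = blank without enzyme; many of its hits are not listed in these tables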
FXIa inh 1536: factor XIa (human) inhibition | P03951 | purified FXIa, Boc-Glu-Ala-Arg-AMC fluorogenic substrate | inhibition, % at 5 µM | 0.14% of 220,000 active;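 active = inhibition of at least 40%; inactive = inhibition below 40%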;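 note: fluorescence of freed AMC excited at 355 nm; 0% = enzyme without compound and 100% = no enzyme blank; many of its hits are not listed in these tables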
Runt-SMMHC FRET: Runt domain-CBFb-SMMHC interaction inhibition; Q01196+Q13951; Cerulean-Runt/Venus-CBFb-SMMHC FRET ratio 530/480, 1 h; inhibition, % at 20 µM; 0.74% of 220,000 active;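 active = mean inhibition across duplicate retests at 20 µM reaching about 50%, limit read from the data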;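 note: 0% = DMSO wells and 100% = wells with excess untagged CBFb-SMMHC; inhibitors lower the FRET ratio by blocking Runt binding to CBFb-SMMHC; some results filed as inactive read as strong as hits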
Wee1 degr inh: inhibitors of human Wee1 degradation; P30291; AID 1321; reporter increase, % at 5 µM; HeLa Luc-Wee1K328M stability, luciferase luminescence; 100% = proteasome inhibitor MG132 effect; 1.2% of 220,000 active;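 active = activation above the mean of all tested compounds plus 3 SD, set per screening run, cut at about 8.8% in these data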;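 note: cells exposed to compound for 20 h before luminescence read; 0% = DMSO alone and 100% = MG132 at 30 µM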
Runt-CBFb FRET: Runt domain-CBFb interaction inhibition. Q01196+Q13951. Cerulean-Runt/Venus-CBFb FRET ratio 530/480, 1 h. inhibition, % at 20 µM. 0.46% of 220,000 active. AID 1496;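 active = inhibition over about 50% at 20 µM in the single-dose screen, limit read from the data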;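 note: 0% = DMSO wells and 100% = excess unlabeled CBFb competitor control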
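Assay system: Cerulean-Runt domain fusion protein, energy donor; Signal: fluorescence energy transfer, 422 nm excitation, 530/480 nm emission; Timing: 1 h compound exposure, room temperature; Control set: unlabeled CBFb; Medium: Tris buffer pH 7.5 with salts and BSA; Compound: single test concentration of 20 µM, 1% DMSO final; Probe or stimulus: Venus-CBFb 100 nM.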
Hck-Nef inh: inhibitors of human Hck kinase activated by Nef | P08631 | AID 463187 | inhibition, % at 20 µM | 0.68% of 220,000 active | Recombinant Hck-YEEI plus Nef, Z-Lyte FRET kinase assay;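 active = Hck-Nef kinase inhibition above about 50%, limit read from the data; inactive = inhibition below that limit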;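 note: 0% = DMSO with Hck plus Nef and 100% = Hck alone without Nef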
Target sequence (P08631 whole entry, looked up): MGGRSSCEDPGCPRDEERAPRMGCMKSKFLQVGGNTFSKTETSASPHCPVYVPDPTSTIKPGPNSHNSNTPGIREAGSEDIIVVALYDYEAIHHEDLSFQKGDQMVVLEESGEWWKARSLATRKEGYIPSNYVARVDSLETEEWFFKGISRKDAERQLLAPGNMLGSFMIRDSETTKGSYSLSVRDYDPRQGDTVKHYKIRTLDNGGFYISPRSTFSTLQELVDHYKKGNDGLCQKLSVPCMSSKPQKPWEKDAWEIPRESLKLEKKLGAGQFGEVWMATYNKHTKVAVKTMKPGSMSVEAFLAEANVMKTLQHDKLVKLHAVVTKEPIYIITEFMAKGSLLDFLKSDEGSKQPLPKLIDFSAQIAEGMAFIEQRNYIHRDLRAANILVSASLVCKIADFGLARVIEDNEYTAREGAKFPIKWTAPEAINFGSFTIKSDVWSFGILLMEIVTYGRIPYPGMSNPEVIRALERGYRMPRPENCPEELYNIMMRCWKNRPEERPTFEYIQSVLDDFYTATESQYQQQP
The depositor's hits bear a star; x = not tested or not shown; [ ] = remark or other dose.

#1 CCC(NC(=O)c1ccccc1NC(=O)c1ccc(OC)cc1)C(=O)N1CCCC1 (centres undefined)
#2 CC1(C)CC(=O)c2cnc(NC(=O)CCc3ccccc3)nc2C1
#3 Cc1nn(C)cc1/C=C1\SC(=S)NC1=O
#4 CCOC(=O)c1ccc(NC(=O)c2nn(CC)cc2Br)cc1
#5 COc1cccc(N2CCN(C(=O)c3ccc4nc(N5CCCCC5)sc4c3)CC2)c1
#6 COC(=O)c1ccc(C(C(=O)NCc2ccccc2)N(Cc2ccco2)C(=O)c2cnccn2)cc1 (centres undefined)
#7 CC(=O)Oc1cccc(/C=c2\sc3nc(-c4ccco4)nn3c2=O)c1
#8 Cc1c(C(=O)Nc2ccc(N3CCOCC3)cc2)cccc1[N+](=O)[O-]
#9 Cc1ccc(C)c(Cc2c(C)nc(C)[nH]c2=O)c1
#10 O=C(NCC1CCCO1)C(Cc1ccccc1)N1C(=O)C2C3C=CC(C4CC34)C2C1=O (centres undefined)
entry no.	1	2	3	4	5	6	7	8	9	10
14-3-3 Bad PPI	2	-6	-5	-9	1	3	4	-2	-5	-10
Thrombin inh	3	14	-3	-5	-1	5	-10	-3	-10	5
KLK5 inh	-7	86*	-7	0	3	-8	-1	5	-20	-5
FXIIa inh 1536	6	26	7	7	10	13	-11	10	4	10
FXIa inh 1536	10	12	-1	-8	4	7	-8	4	1	-1
Runt-SMMHC FRET	-1	2	-4	-4	-7	-18	6	-2	1	-5
Wee1 degr inh	-3	-1	0	3	-2	1	-1	1	2	6
Runt-CBFb FRET	-2	-1	0	-1	-1	-1	22	-1	-1	-1
Hck-Nef inh	3	1	-1	0	-2	-1	3	-14	1	0

The final 3 entries of the section before are carried over, then new ones follow.
#8 Cc1c(C(=O)Nc2ccc(N3CCOCC3)cc2)cccc1[N+](=O)[O-]
#9 Cc1ccc(C)c(Cc2c(C)nc(C)[nH]c2=O)c1
#10 O=C(NCC1CCCO1)C(Cc1ccccc1)N1C(=O)C2C3C=CC(C4CC34)C2C1=O (centres undefined)
#11 Cc1nn(Cc2c(F)c(F)c(F)c(F)c2F)c(C)c1NC(=O)c1cccc(COc2ccc(Cl)cc2)c1
#12 CSc1ccc(NC(=O)N2CC(C)OC(C)C2)cc1 (centres undefined)
#13 COc1ccc(C2C=C(C34CC5CC(CC(C5)C3)C4)NC(=S)N2)cc1 (centres undefined)
#14 COc1ccccc1NC(=S)NCc1cccnc1
#15 COc1ccc(/C=C/C(=O)N2CCCC2)cc1OC
#16 CC1CCN(C(=O)CN(CCc2ccccc2)S(C)(=O)=O)CC1
#17 Cc1cnc(C(=O)OCC(=O)Nc2cccc(Cl)c2)cn1
#18 O=S(=O)(C/C(=C/CO)S(=O)(=O)c1ccccc1)c1ccccc1
#19 C=C(CO)C1Cc2cc(C(C)=O)ccc2O1 (centres undefined)
#20 O=C(COc1cccnc1[N+](=O)[O-])N1CCc2ccccc2C1
entry no.	8	9	10	11	12	13	14	15	16	17	18	19	20
14-3-3 Bad PPI	-2	-5	-10	-2	5	-4	-16	-12	-7[fluorescence artefact?]	-3[fluorescence artefact?]	-8	0	-2
Thrombin inh	-3	-10	5	2	2	-3	-9	8	3	3	2	6	1
KLK5 inh	5	-20	-5	4	-7	-10	-17	2	-7	-25	-4	-2	13
FXIIa inh 1536	10	4	10	23	18	6	2	10	14	10	18	9	9
FXIa inh 1536	4	1	-1	6	5	4	-6	-2	5	-4	8	2	1
Runt-SMMHC FRET	-2	1	-5	-2	2	12	-5	-2	-1	6	5	-2	1
Wee1 degr inh	1	2	6	1	3	-1	1	5	2	0	13*	x	1
Runt-CBFb FRET	-1	-1	-1	x	-1	2	1	0	-1	1	4	3	-1
Hck-Nef inh	-14	1	0	0	2	10	-1	26	1	0	0	30	6

Already shown: an excerpt of the list.
#1 CCC(NC(=O)c1ccccc1NC(=O)c1ccc(OC)cc1)C(=O)N1CCCC1 (centres undefined)
#2 CC1(C)CC(=O)c2cnc(NC(=O)CCc3ccccc3)nc2C1
#3 Cc1nn(C)cc1/C=C1\SC(=S)NC1=O
#4 CCOC(=O)c1ccc(NC(=O)c2nn(CC)cc2Br)cc1
entry no.	1	2	3	4
14-3-3 Bad PPI	2	-6	-5	-9
Thrombin inh	3	14	-3	-5
KLK5 inh	-7	86*	-7	0
FXIIa inh 1536	6	26	7	7
FXIa inh 1536	10	12	-1	-8
Runt-SMMHC FRET	-1	2	-4	-4
Wee1 degr inh	-3	-1	0	3
Runt-CBFb FRET	-2	-1	0	-1
Hck-Nef inh	3	1	-1	0

Further records
#21 CC(C)(C)c1cccc(C2(O)C(=O)c3ccccc3C2=O)c1O
#22 COc1cccc(NC(=O)C2CCCN(S(=O)(=O)c3cccc4nonc34)C2)c1 (centres undefined)
#23 Cc1[nH][nH]c(=O)c1C(c1ccc(-c2ccc(C(=O)O)cc2)o1)c1c(C)[nH][nH]c1=O
#24 COc1ccc(C(=O)N/C(=C\c2ccco2)C(=O)NCCCn2ccnc2)cc1
#25 Nc1nc(CN2CCN(c3ccc(F)cc3)CC2)nc(N2CCCc3ccccc32)n1
#26 COC(=O)c1cc(C(=O)OC)cc(N2C(=O)CC(Sc3nc(C)cc(C)n3)C2=O)c1 (centres undefined)
#27 CN(C)CCCn1c(SCC(=O)N2c3ccccc3Sc3ccccc32)nc2ccccc2c1=O
#28 CCNc1nc(NCC)nc(N/N=C(\C)c2ccc(OC)cc2)n1
#29 c1ccc(N2CCN(Cc3cnc(N4CCOCC4)s3)CC2)cc1
#30 O=C(CSc1nc2c(cnn2-c2ccccc2)c(=O)[nH]1)N1CCOCC1
entry no.	21	22	23	24	25	26	27	28	29	30
14-3-3 Bad PPI	-12	-16	4	-2[fluorescence artefact?]	-6	9[fluorescence artefact?]	-13[fluorescence artefact?]	-2	-5	-6
Thrombin inh	-8	7	-6	-3	3	0	14	-5	-9	-8
KLK5 inh	-1	1	12	-29	-17	3	-8	0	3	4
FXIIa inh 1536	6	5	4	2	10	-1	-1	7	12	3
FXIa inh 1536	3	-1	-1	2	8	1	-6	-2	-1	-9
Runt-SMMHC FRET	4	-7	13	-8	0	0	1	2	4	-6
Wee1 degr inh	-2	-2	3	3	0	1	0	4	-2	1
Runt-CBFb FRET	0	-5	18	2	-4	11	4	0	2	-1
Hck-Nef inh	17	22	26	1	-1	-1	1	-6	-3	6

#31 CC(=O)c1ccc(N2CCN(C(=S)Nc3ccccc3C(F)(F)F)CC2)cc1
#32 O=C(/C=C/c1cccc(Cl)c1)Nc1ncccn1
#33 O=C(N/N=C/c1ccc(Cl)cc1)Nc1ccccc1
#34 COc1ccc(C(=O)N/N=C/c2sc(N3CCOCC3)nc2-c2ccccc2)cc1OC
#35 COC(=O)C1=C(C)N(C)C(C)=C(C(=O)OC)C1c1ccc(Cl)cc1
#36 O=C(/C=C/c1cccs1)Nc1ccc(N2CCOCC2)c(S(=O)(=O)Nc2cc(Cl)ccc2Cl)c1
#37 COc1ccccc1N1CCN(C(=O)c2ccc(Br)s2)CC1
#38 Cc1cccc(CN2CCN(CC(=O)NCCCN3CCN(c4ccc(F)cc4)CC3)C2=O)c1
#39 COc1cc(/C=C2\SC(=Nc3c(C)n(C)n(-c4ccccc4)c3=O)NC2=O)ccc1O
#40 Cc1cc(C)n2nc(C(=O)NNC(=O)c3ccc(Cl)cc3)nc2n1
entry no.	31	32	33	34	35	36	37	38	39	40
14-3-3 Bad PPI	-8	-4	5	0	-19	-5[fluorescence artefact?]	1	-20	-11[fluorescence artefact?]	-2
Thrombin inh	5	5	5	-8	3	2	-22	-3	-4	11
KLK5 inh	-5	-12	-1	8	-14	-5	-3	-4	-14	31
FXIIa inh 1536	6	0	18	3	8	13	1	5	1	38
FXIa inh 1536	-1	2	15	0	-9	6	2	-7	2	28
Runt-SMMHC FRET	-3	3	3	6	0	-11	-3	0	-69	1
Wee1 degr inh	-2	2	-1	-4	2	1	-2	1	2	3
Runt-CBFb FRET	0	-1	x	0	-1	-2	0	-2	-31	2
Hck-Nef inh	15	2	2	19	-2	5	0	0	4	6

#41 CC(C)CC(=O)Nc1ccc(Oc2ccc(NC(=O)CC(C)C)cc2)cc1
#42 O=C(NNc1ccccc1F)c1ccccc1
#43 O=C(CSCC(=O)OCn1nnc2ccccc2c1=O)Nc1ccc(Cl)cc1
#44 Cc1ccc(C(C2=C(O)CC(C)(C)CC2=O)C2C(=O)CC(C)(C)CC2=O)s1 (centres undefined)
#45 CSCC(=O)Nc1ccc(F)c(Cl)c1
#46 COc1cccc2c(SCC(=O)N/N=C/c3ccc(O)cc3O)cc(C)nc12
entry no.	41	42	43	44	45	46
14-3-3 Bad PPI	-4	-4	2	0	-4	-20
Thrombin inh	-2	-2	-3	2	-4	-10
KLK5 inh	-9	-4	-7	12	9	-4
FXIIa inh 1536	8	8	11	9	3	2
FXIa inh 1536	-4	0	-3	7	3	-6
Runt-SMMHC FRET	0	0	-4	10	-1	16
Wee1 degr inh	-2	-1	0	-2	1	-1
Runt-CBFb FRET	-4	4	-1	10	0	10
Hck-Nef inh	3	-1	1	0	16	21
